LYP phosphatase: PTPN22 lymphoid phosphatase activity blockers – biochemical, fluorescence intensity, uHTS (AID 1779). recombinant LYP phosphatase, fluorescence intensity; higher % means a stronger effect. one-dose inhibition, % at 11.5 µM; IC50 in µM for titrated hits. 0.054% of 290,000 active; in the data active = inhibition above about 50%;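 also: plate controls were vehicle with enzyme for no effect and no enzyme for full effect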
Siah-1 displacement: Siah-1 peptide-binding antagonists, primary screen, biochemical, fluorescence polarization, rhodamine-plectin, uHTS (AID 1817) | Siah-1 / rhodamine-plectin peptide fluorescence polarization; higher % means a stronger effect | displacement, % at 20 µM, or IC50 in µM where a hit was titrated | 0.02% of 290,000 active;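 active = displacement of at least 50% at 20 µM, with a fluorescence ratio check between 0.3 and a set limit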;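 also: plate controls were Siah plus tracer with DMSO for no effect and tracer alone without Siah for full effect; strong numbers were not always called active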
AID2073: inhibitors of Mint1-CaV2.2 protein interaction, biochemical, HTRF (AID 2073). HTRF protein-protein interaction, Mint1-CaV2.2; higher % means a stronger effect. 0.19% of 290,000 active. inhibition, % at 20 µM; hits with a dose series show IC50 in µM; in the data active = inhibition mostly above about 51%, no sharp cut-off; inconclusive = no clear call, values can overlap the other calls; inactive = mostly below about 53%; also: some results filed as inactive read as strong as hits
Starred values were filed as active, the others as inactive; ? = inconclusive.

SMILES	LYP phosphatase	Siah-1 displacement	AID2073
O=C(NCc1ccccc1)C(c1cccnc1)N(C(=O)c1ccccn1)c1ccccc1F (configuration not stated)	-10%	-1%	4%
COc1ccc(Nc2nc3ccccc3n2C)cc1	-9%	0%	9%
NC(=O)c1nsc(C(=O)N(c2cccc(F)c2)C(C(=O)NCC2CCCO2)c2ccc3ncccc3c2)c1N (configuration not stated)	-4%	1%	12%
COc1ccc(CN(CC(=O)NCc2ccc(F)cc2)C(=O)CCC(=O)Nc2cc(C)ccn2)cc1	-10%	3%	6%
COc1cccc(CNC(=O)c2ccc(NC3=NC4CS(=O)(=O)CC4S3)cc2)c1 (configuration not stated)	-3%	10%	-2%
Nc1ccccc1NC(=O)CCn1c(=S)[nH]c2ccccc2c1=O	-4%	4%	-25%
CC(C)Sc1ccccc1C(=O)Nc1ccc2c(c1)n(C)c(=O)n2C	-8%	4%	-6%
O=[N+]([O-])c1ccc(CNc2cccc(Cl)c2)s1	-4%	14%	-1%
CCCc1cc(=O)oc2cc(C)cc(OC(C)C(=O)NCC3CCC(C(=O)O)CC3)c12 (configuration not stated)	-10%	14%	27%
Cc1ccccc1NC(=O)CCNS(=O)(=O)c1ccc2c(c1)CCC(=O)N2	-15%	-3%	16%
COc1ccc(N(C)C(=O)c2ccc(NC(=O)CCS(=O)(=O)c3cccs3)cc2)cc1	-4%	1%	0%
CN1CCN(c2ccc(NC(=O)c3ccc(Oc4ccccc4)cc3)cc2)CC1	-12%	0%	6%
CNC(=O)CCn1nc(-c2ccc(C)cc2)c2ccccc2c1=O	-8%	-5%	-2%
C/C(=N/NS(=O)(=O)c1ccc(C(C)C)cc1)c1ccncc1	-8%	-1%	-18%
Cn1cccc1C(=O)OCc1ccc(F)cc1	-7%	0%	-9%
COc1ccc(N2CCN(C3CCCN(C(=O)c4cccc(C)n4)C3)CC2)cc1 (configuration not stated)	-7%	0%	0%
CC1(C)C(=O)N(c2ccccc2F)C(=O)c2ccccc21	-8%	0%	-7%
Cc1onc(-c2ccccc2Cl)c1C(=O)N1CCC(C(N)=O)CC1	-9%	0%	3%
N/C(=N\OC(=O)c1ccc([N+](=O)[O-])cc1Cl)c1ccccn1	-8%	-2%	-5%
COc1ccc(S(=O)(=O)N2CCC(C(=O)N[C@@H](C)C(=O)NCc3ccncc3)CC2)cc1	-6%	4%	-3%
COC(=O)CCC(C)N1CCC(Oc2ccc(C(=O)N3CCCC3)cc2)CC1 (configuration not stated)	-8%	1%	-2%
Cc1cccc(N(C(=O)c2csnn2)C(C(=O)NC2CCCCC2)c2ccncc2)c1 (configuration not stated)	-9%	-1%	0%
COc1cccc(-n2nc(C(=O)NCC3CCCO3)c3ccccc3c2=O)c1 (configuration not stated)	-11%	0%	10%
CCN1CCc2c(sc(NC(=O)c3ccc(S(=O)(=O)N(C)c4ccccc4)cc3)c2C(=O)NC)C1	-7%	0%	-9%
COc1ccc(CCNC(=O)C2CCN(C(=O)c3ccc(F)cc3)CC2)cc1OC	-9%	6%	9%
COCCNC(=O)CCC1CCN(Cc2cccc(Oc3ccccc3)c2)CC1	-4%	-6%	9%
CCCCCCCNC(=O)C1(CC2CC(c3ccc(Cl)cc3)=NO2)CCN(C(=O)Cc2ccc(F)cc2)CC1 (configuration not stated)	0%	-4%	12%
CCOCCn1c(=NC(=O)c2ccc(S(=O)(=O)N3CCOCC3)cc2)sc2cc(S(N)(=O)=O)ccc21	-5%	1%	18%
COc1ccc(Cl)cc1C(=O)NNC(=O)c1ccncc1	-11%	-2%	2%
CCn1nc(C)c(CNC(=O)C2CCC(=O)N(CCc3ccc(Cl)cc3)C2)c1C (configuration not stated)	-4%	3%	11%

Ordered by molar mass (low to high): 19 of the compounds above
SMILES	LYP phosphatase	Siah-1 displacement	AID2073
Cn1cccc1C(=O)OCc1ccc(F)cc1	-7%	0%	-9%
CC1(C)C(=O)N(c2ccccc2F)C(=O)c2ccccc21	-8%	0%	-7%
C/C(=N/NS(=O)(=O)c1ccc(C(C)C)cc1)c1ccncc1	-8%	-1%	-18%
CNC(=O)CCn1nc(-c2ccc(C)cc2)c2ccccc2c1=O	-8%	-5%	-2%
Cc1onc(-c2ccccc2Cl)c1C(=O)N1CCC(C(N)=O)CC1	-9%	0%	3%
COc1cccc(-n2nc(C(=O)NCC3CCCO3)c3ccccc3c2=O)c1 (configuration not stated)	-11%	0%	10%
Cc1ccccc1NC(=O)CCNS(=O)(=O)c1ccc2c(c1)CCC(=O)N2	-15%	-3%	16%
COC(=O)CCC(C)N1CCC(Oc2ccc(C(=O)N3CCCC3)cc2)CC1 (configuration not stated)	-8%	1%	-2%
COc1ccc(N2CCN(C3CCCN(C(=O)c4cccc(C)n4)C3)CC2)cc1 (configuration not stated)	-7%	0%	0%
COCCNC(=O)CCC1CCN(Cc2cccc(Oc3ccccc3)c2)CC1	-4%	-6%	9%
COc1ccc(CCNC(=O)C2CCN(C(=O)c3ccc(F)cc3)CC2)cc1OC	-9%	6%	9%
CCn1nc(C)c(CNC(=O)C2CCC(=O)N(CCc3ccc(Cl)cc3)C2)c1C (configuration not stated)	-4%	3%	11%
CCCc1cc(=O)oc2cc(C)cc(OC(C)C(=O)NCC3CCC(C(=O)O)CC3)c12 (configuration not stated)	-10%	14%	27%
Cc1cccc(N(C(=O)c2csnn2)C(C(=O)NC2CCCCC2)c2ccncc2)c1 (configuration not stated)	-9%	-1%	0%
COc1ccc(N(C)C(=O)c2ccc(NC(=O)CCS(=O)(=O)c3cccs3)cc2)cc1	-4%	1%	0%
COc1ccc(S(=O)(=O)N2CCC(C(=O)N[C@@H](C)C(=O)NCc3ccncc3)CC2)cc1	-6%	4%	-3%
CCN1CCc2c(sc(NC(=O)c3ccc(S(=O)(=O)N(C)c4ccccc4)cc3)c2C(=O)NC)C1	-7%	0%	-9%
CCOCCn1c(=NC(=O)c2ccc(S(=O)(=O)N3CCOCC3)cc2)sc2cc(S(N)(=O)=O)ccc21	-5%	1%	18%
CCCCCCCNC(=O)C1(CC2CC(c3ccc(Cl)cc3)=NO2)CCN(C(=O)Cc2ccc(F)cc2)CC1 (configuration not stated)	0%	-4%	12%

Following part
SMILES	LYP phosphatase	Siah-1 displacement	AID2073
COc1ccc(CN2CCN(C(=O)c3cccc4ccccc34)CC2)cc1OC	-3%	1%	7%
CCOc1ccc(N(C)C(=O)CCc2nnc3ccc(N4CCC5(CC4)OCCO5)nn23)cc1	-10%	4%	-9%
C=CCOc1cccc(C2C(C(=O)c3ccco3)=C(O)C(=O)N2Cc2cccnc2)c1 (configuration not stated)	-10%	0%	18%
O=C(CCc1nnc2n(CCc3ccccc3)c(=O)c3ccccc3n12)NCCCN1CCCCC1	-2%	14%	10%
Cc1ccc(NC2CCCN(C(=O)c3cccnc3)C2)cc1C (configuration not stated)	-9%	-1%	1%
COc1ccc(C(=O)N2CCC3(CC2)NCCc2[nH]cnc23)cc1	-7%	0%	-5%
O=C(COc1ccc(Br)cc1)NCCNC(=O)c1ccncc1	-7%	9%	?
Cc1cc(C)c2nc(N3CCC(C(=O)NCC4CCCO4)CC3)sc2c1 (configuration not stated)	-10%	10%	-5%
CC(=O)Nc1ccc(NS(=O)(=O)c2cc(Cl)sc2Cl)cc1	-5%	3%	-2%
Cc1ccc(CN2CCN(CC(=O)NCc3ccccc3)CC2)cc1	-11%	0%	3%
O=C1CN(C(=O)N[C@@H](Cc2ccccc2)C(=O)N[C@H](C(=O)O)c2ccccc2)c2ccccc2N1	-6%	3%	?
Cc1ccccc1N1CCN(S(=O)(=O)c2ccc3ccccc3c2)CC1	0%	-2%	7%
COc1ccc(-c2c(C)nc3c(-c4ccc(F)cc4)cnn3c2N)cc1	-12%	-4%	30%
CC(C)(C)c1ccc(S(=O)(=O)N2CCN(c3ccccn3)CC2)cc1	-9%	2%	-2%
CCOc1ccc(-c2ncncc2-c2ccc(OC)c(OC)c2)c(O)c1	-6%	8%	9%
COc1ccc(Cl)cc1C(=O)Nn1cnnc1	-10%	13%	-4%
C/C(=N/NC(=O)c1ccncc1)c1ccc(NC(=O)c2ccccc2)cc1	-8%	2%	2%
COc1ccc(F)cc1S(=O)(=O)Nc1ccncc1	-6%	-3%	2%
CC(NC(=O)C(=O)N1CCOCC1)C(c1cccs1)N1CCN(c2ccc(F)cc2)CC1 (configuration not stated)	-11%	-4%	13%
CCOc1ccc(N(CC(=O)N2CCCC2)S(=O)(=O)c2ccc(F)cc2)cc1	-7%	2%	13%
COC(=O)C1CCN(C(=O)[C@H](C)NC(=O)C2CC(=O)N(c3ccc(F)cc3)C2)CC1 (some centres not stated)	-6%	8%	-4%
CN1CCN(c2oc(-c3ccccc3Cl)nc2S(=O)(=O)c2ccccc2)CC1	-4%	-1%	4%
CN1CCN(C(=O)COCc2cc(-c3ccc4c(c3)OCO4)on2)CC1	-10%	-3%	1%
O=C(NCCOc1ccc(F)cc1)C1CCC(=O)N(CCCN2CCOCC2)C1 (configuration not stated)	-7%	0%	11%
O=C1CCC(=O)N1c1ccc(S(=O)(=O)Nc2ccc(Br)cc2)cc1	-8%	-3%	16%
Cc1ccc(CNC(=O)CCN2C(=O)[C@@H]3Cc4ccccc4CN3C2=O)cc1	0%	1%	-4%
CC(NC(=O)c1ccc([N+](=O)[O-])cc1Cl)C1CC2CCC1C2 (configuration not stated)	-9%	-1%	7%
O=[N+]([O-])c1ccc(NCCc2ccccc2)c(Br)c1	-6%	-2%	9%
COC(=O)c1cc(S(=O)(=O)N2c3ccccc3CC2C)cn1C (configuration not stated)	-11%	3%	5%
Cc1nc2ccc(C(=O)O)cc2c2c1CC(CN)O2 (configuration not stated)	-4%	2%	0%
Cc1cc2nc(-c3ccc(=O)[nH]c3)n(Cc3ccccc3)c2cc1C	-6%	2%	2%
Cc1ccc(C)c(N2CCN(C(=O)CCS(=O)(=O)c3ccc4c(c3)oc(=O)n4C)CC2)c1	-8%	3%	10%
C#CCOc1c(Cl)cc(/C=C2/C(=O)ON=C2C)cc1OC	-5%	9%	15%
Cc1nc(-c2cccc(NC(=O)COc3ccc(Cl)cc3)c2)cs1	-12%	-4%	8%
COc1ccc(C(C)C)cc1S(=O)(=O)N1CCC(C(=O)N2CCN(C)CC2)CC1	-8%	5%	3%
NS(=O)(=O)c1ccc2nc(NC(=O)Nc3ccc(F)cc3)sc2c1	-10%	-4%	12%
Cc1ccccc1N1C(=O)c2cccc3cccc(c23)C1=O	-7%	12%	3%
O=C(CCc1nnc(Cc2ccc3c(c2)OCO3)o1)NCCc1ccccc1Cl	-6%	-4%	-2%
CCN(c1ccccc1)S(=O)(=O)c1c[nH]c2ccc([N+](=O)[O-])cc12	-3%	1%	11%
Cc1cc(C)n(S(=O)(=O)c2ccc3oc(=O)ccc3c2)n1	-4%	7%	-7%
Cc1c(C)c2ccc(OCC(=O)Nc3ccc(N4CCC(C)CC4)cc3)cc2oc1=O	-9%	-2%	17%
CCn1c(CNC(=O)c2ccc(Cl)cc2)nnc1SCC(=O)NC1=NCCS1	-6%	2%	-10%
O=C(c1ccc(C(F)(F)F)cc1)C1CCCN(C(=O)Cn2cnnn2)C1 (configuration not stated)	-4%	-1%	-8%
CCc1cc(CNC(=O)c2ccc(OC3CCN(C(C)=O)CC3)c(OC)c2)on1	-14%	9%	6%
Cc1ccccc1NC(=O)NNC(=O)c1ccc2ccccc2c1O	-2%	3%	-1%
Cc1ccc(-c2nn(-c3ccccc3)cc2CC(=S)N2CCOCC2)cc1	-10%	4%	-6%
Cc1cc(C(=O)Nc2ccc(Br)cc2F)n(-c2ccccc2)n1	-5%	-1%	2%
Cc1cc(OC(=O)c2ccc(C)c(C)c2)c([N+](=O)[O-])c(=O)[nH]1	-9%	2%	1%
Clc1ccc(-c2ccc(CN3CCCCC3)o2)cc1	-10%	0%	-14%
Cc1cc(C)c(C(=O)c2ccc(C(=O)N3CCCCC3)cc2)c(C)c1	-6%	2%	-7%
Cc1cc2c(cc1S(=O)(=O)Nc1cccc(C)c1C)n(C)c(=O)c(=O)n2C	-5%	8%	9%
CCOC(=O)c1cnc2oc3ccccc3n2c1=O	2%	-3%	10%
CN1CCN(NC(=O)/C=C/c2cccc([N+](=O)[O-])c2)CC1	-9%	-4%	-6%
COc1ccc(N(C(=O)c2ccncc2)S(=O)(=O)c2ccccc2)cc1	-9%	0%	0%
COc1ccc(Cl)cc1N(CC(=O)NC1CC2CCC1C2)S(=O)(=O)c1ccccc1 (configuration not stated)	-8%	8%	0%
C[C@@H](C(=O)NCC1CCCO1)N1C(=O)N2CCc3c([nH]c4ccccc34)[C@@]2(C)C1=O (some centres not stated)	-8%	-4%	5%
COC(=O)c1ccc(N(CC(=O)NC2CCCC2)C(=O)CNC(=O)c2cccs2)cc1	-4%	-2%	-7%
Cc1cc(C)cc(OC(=O)COc2ccccc2C)c1	-6%	1%	8%
Cc1ccc(NC(=O)CCn2c(=O)[nH]c3ccsc3c2=O)cc1F	-8%	-5%	11%
N[C@@H](Cc1ccccc1)C(=O)N1CCC(C(=O)N[C@@H](CCC(=O)O)C(=O)O)CC1	-7%	1%	16%

An excerpt; rates above refer to the full screens.
